# KCNQ1 block – human KCNQ1 channel inhibition | P51787 | CHO-K1 KCNQ1, FluxOR thallium flux fluorescence; active compounds read high | B-score at 10 µM | 1.3% of 310,000 active | AID 2642;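 active means compounds whose thallium flux B-score, printed positive for inhibition, exceeds three library SD while starting fluorescence stays within three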;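 further: channel opened by potassium depolarization with thallium stimulus after 20 min compound exposure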
# Target sequence (P51787 whole entry, looked up): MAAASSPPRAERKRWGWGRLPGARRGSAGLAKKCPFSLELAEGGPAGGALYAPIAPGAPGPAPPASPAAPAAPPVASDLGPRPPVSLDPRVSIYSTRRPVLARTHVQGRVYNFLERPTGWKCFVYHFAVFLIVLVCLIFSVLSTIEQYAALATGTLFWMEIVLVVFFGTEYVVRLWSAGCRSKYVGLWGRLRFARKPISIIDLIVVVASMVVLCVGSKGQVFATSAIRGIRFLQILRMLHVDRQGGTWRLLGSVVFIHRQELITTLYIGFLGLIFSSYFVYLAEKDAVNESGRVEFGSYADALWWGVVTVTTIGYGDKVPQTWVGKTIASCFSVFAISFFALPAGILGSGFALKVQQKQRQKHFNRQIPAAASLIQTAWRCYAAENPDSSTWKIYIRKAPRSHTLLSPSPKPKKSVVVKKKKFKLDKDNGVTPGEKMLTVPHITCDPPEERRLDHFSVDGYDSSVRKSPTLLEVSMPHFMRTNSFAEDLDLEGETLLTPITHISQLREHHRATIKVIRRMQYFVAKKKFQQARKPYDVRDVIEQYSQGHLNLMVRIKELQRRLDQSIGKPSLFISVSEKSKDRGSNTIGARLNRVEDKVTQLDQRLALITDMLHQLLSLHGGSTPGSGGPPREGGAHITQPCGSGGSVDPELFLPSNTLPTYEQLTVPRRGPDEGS
# MrgX1 allo act – human MrgX1 positive allosteric modulation, primary screen; Q96LB2; MrgX1-HEK293, Fluo-4 calcium flux, FDSS; active compounds read high; B-score at 10 µM; 0.63% of 310,000 active;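 active means plate-corrected calcium response at least 3 library SD above typical, normal starting fluorescence, not activating the receptor alone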;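 further: compound read alongside a low EC10 to EC30 dose of BAM8-22 agonist; peak minus trough fluorescence over baseline measured at the second addition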
# Target sequence (Q96LB2 whole entry, looked up): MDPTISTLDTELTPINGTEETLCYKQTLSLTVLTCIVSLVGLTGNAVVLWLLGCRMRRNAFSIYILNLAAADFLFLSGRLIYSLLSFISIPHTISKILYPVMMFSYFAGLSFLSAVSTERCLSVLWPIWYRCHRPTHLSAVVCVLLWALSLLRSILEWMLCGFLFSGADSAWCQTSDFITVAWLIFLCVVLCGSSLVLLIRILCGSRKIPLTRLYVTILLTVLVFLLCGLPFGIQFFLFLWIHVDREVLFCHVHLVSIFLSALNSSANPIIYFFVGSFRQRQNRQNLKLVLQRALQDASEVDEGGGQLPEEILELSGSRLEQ
# hERG rescue – compounds protecting human hERG from proarrhythmic drug block | Q12809 | CHO-hERG, FluxOR thallium flux, dofetilide IC70 present | activation (rescue from dofetilide block), less the hit threshold, % at 10 µM | 0.51% of 310,000 active;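 active means activation above the mean of controls blocked by dofetilide plus 5 SD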;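 further: thallium influx through hERG after potassium depolarization seen as dye fluorescence rise; in these data hits start at about 4.7%; inactives centre near -7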
# MrgX1 ag – activates human MrgX1 receptor signaling. MrgX1-HEK293 cells, Fluo-4 calcium fluorescence, agonist mode; active compounds read high. 0.44% of 310,000 active. B-score at 10 µM. Q96LB2;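 active means calcium response B-score plate-corrected fluorescence ratio at least 3 library SD, with starting fluorescence B-score inside 5 SD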
#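 System – MrgX1-expressing HEK293 cells · Incubation – cells plated overnight, dye loaded 0.5 h 37 °C, 0.5 h room temperature · Technique – kinetic Fluo-4 NW fluorescence of intracellular calcium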
# TMEM16A inh – inhibitors of mouse TMEM16A calcium-activated chloride channel | Q8BHY3 | HEK293 TMEM16A/YFP iodide influx fluorescence, ionomycin | normalized B-score (activity score, 25-100; higher = stronger inhibition) at 10 µM | 1.2% of 310,000 active | AID 588511;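 active means ratio plate-corrected score three or more library SD toward inhibition, starting fluorescence score within five deviations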;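 further: score derived from kinetic fluorescence span divided by baseline fluorescence per well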
# RGS4 inh – inhibitors of human RGS4; HEK293 M3R/RGS4 inducible, Fluo-4 calcium flux; active compounds read high; triggered by carbachol at its EC20; B-score at 10 µM; 0.45% of 310,000 active; AID 463165;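 active means B-score, a plate-corrected calcium signal, over three deviations above library mean, with baseline fluorescence within five deviations of library mean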;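 further: RGS4 expression induced by doxycycline in cells with stable M3 receptor; B-score is computed from the integrated fluorescence ratio over baseline after carbachol; higher B-score means a larger calcium signal and so more RGS4 inhibition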
# KCNQ1 act – potentiates or activates the human KCNQ1 potassium channel. P51787. CHO-K1 KCNQ1, thallium flux FluxOR fluorescence; active compounds read high. B-score at 10 µM. 0.35% of 310,000 active;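 active means fluorescence ratio B-score, a plate-corrected score, at least three library SD, with initial intensity B-score within 5 SD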
#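 assay system = CHO-K1 cells stably expressing KCNQ1 | medium = assay buffer, equal DMSO in all wells | timing = 37 °C overnight plating, 90-min dark dye load, 20-min compound pretreatment | measured by = kinetic FluxOR thallium fluorescence, 10-s 1-Hz baseline, 110-s post-stimulus read | measure = fluorescence change relative to baseline, converted to B score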
# ANO1 activ – mouse TMEM16A channel activation, primary screen; HEK293 TMEM16A/YFP-H148Q/I152L, iodide quench fluorescence; active compounds read low; B-score at 10 µM; 0.3% of 340,000 active;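 active means fluorescence-ratio B-score plate-corrected deviation score at least 3 library SD below zero, with starting fluorescence score within 5 deviations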;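 further: channel opened by trigger with iodide after compound preincubation; score built on the fluorescence ratio of max minus min over baseline; more negative score means more quench and so TMEM16A activation or potentiation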
# KCNK9 inh – inhibitors of human KCNK9 two-pore domain potassium channel. AID 488922. Q9NPC2. HEK293 KCNK9, FluxOR thallium flux fluorescence; active compounds read low. 1.2% of 310,000 active. B-score at 10 µM;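 active means ratio B-score over 3 SD below the library mean, with starting fluorescence within 5 SD of its mean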;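 further: negative B-score means less thallium flux so channel inhibition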
# KCNK3 inh – human KCNK3 channel inhibition, primary screen. B-score at 10 µM. O14649. CHO-KCNK3 thallium flux, FluxOR fluorescence; active compounds read low. 0.84% of 340,000 active;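 active means B-score under library mean minus 4 SD, starting fluorescence ratio at most library mean plus 5 SD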;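 further: more negative B-score means stronger inhibition of thallium flux through KCNK3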
# RGS4 act – RGS4 potentiation or activation; HEK293 M3R/inducible RGS4, carbachol calcium flux Fluo4; active compounds read low; B-score at 10 µM; 0.92% of 310,000 active; AID 463111;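 active means B-score of the integrated calcium signal more than 4 SD below the library mean, with starting fluorescence not abnormally high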;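 further: negative B-score means reduced calcium response which marks RGS4 activation or potentiation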
#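 Reagent: ECmax carbachol challenge; Test system: M3R-expressing HEK293 line, RGS4 induced by doxycycline; Schedule: overnight RGS4 induction, 30 min dye load 37 °C, 20 min compound RT; Detection: calcium dye Fluo4 fluorescence; Read-out: Agonist-evoked peak-minus-minimum fluorescence over baseline, integrated ratio, B score.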
# Starred values were filed as active, the others as inactive; i = inactive; . = no result given.
smiles | KCNQ1 block | MrgX1 allo act | hERG rescue | MrgX1 ag | TMEM16A inh | RGS4 inh | KCNQ1 act | ANO1 activ | KCNK9 inh | KCNK3 inh | RGS4 act
O=C(CCn1nc(-c2ccccc2)c2ccccc2c1=O)Nc1cccnc1 | i | i | -11 | i | i | i | i | i | i | i | i
CCOc1ccc(N(C(=O)CNC(=O)c2ccco2)C(C(=O)NC2CCCC2)c2ccco2)cc1 (centres undefined) | i | i | -5 | i | i | i | i | i | i | i | i
CCCOc1ccc(NC(=O)c2cc3cc(C)ccc3[nH]2)cc1 | i | i | -11 | i | i | i | i | i | i | i | i
Cc1ccccc1NC(=O)Cc1nc(COC(=O)CCOc2ccccc2)cs1 | i | i | -10 | i | i | i | i | i | i | i | i
Cc1c(Cl)cccc1NC(=O)CCCn1nc([N+](=O)[O-])cc1C | i | i | -10 | i | i | i | i | i | i | i | i
Brc1ccc(/C=N/Nc2ccc3ccccc3n2)cc1 | i | i | 0 | i | i | i | i | i | i | i | i
CCOC(=O)C1CCN(S(=O)(=O)c2nc3nc(C)cc(C)n3n2)CC1 | i | i | -4 | i | i | i | i | i | i | i | i
CCn1c(CNC(=O)c2cccs2)nnc1SCC(=O)Nc1cc(Cl)ccc1C | i | i | -1 | i | i | i | i | i | i | i | i
CC(=O)c1cccc(OCc2cc(C(=O)N(C)Cc3cnccn3)no2)c1 | i | i | -5 | i | i | i | i | i | i | i | i
O=C(Nc1ccc2c(c1)OCCO2)C1CC(c2ccccc2Cl)=NO1 (centres undefined) | i | i | -6 | i | i | i | i | i | i | i | i
CCOC(=O)C1CCN(Cc2nnc(-c3cccc(Br)c3)o2)CC1 | i | i | -2 | i | i | i | i | i | i | i | i
CC1=C(C(=O)OC(C)C)C(c2coc3ccccc3c2=O)C2=C(CCCC2=O)N1 (centres undefined) | i | i | -5 | i | i | i | i | i | i | i | i
CCCn1c(C(Cc2ccccc2)NC(=O)COC)nc2ccccc21 (centres undefined) | i | i | -8 | i | i | i | i | i | i | i | i
CCCn1c(N/N=C(C)\C=C\c2ccccc2)nc2c1c(=O)[nH]c(=O)n2C | i | i | -6 | i | i | i | i | . | i | . | i
CSc1nc2ncnc(N)c2[nH]1 | i | i | -4 | i | i | i | i | i | i | i | i
CCN(CC)C(=O)c1ccccc1NC(=O)CN1C(=O)c2ccccc2C1=O | i | i | -5 | i | i | i | i | i | i | i | i
C=CCn1c(COc2cc(C)ccc2C(C)C)nnc1SCC(=O)c1c(N)n(C)c(=O)n(C)c1=O | i | i | -4 | i | i | i | i | i | i | i | i
O=C(Nc1ccc(F)cc1)c1cc(S(=O)(=O)N2CCOCC2)cs1 | i | i | -7 | i | i | i | i | i | i | i | i
C[N+]1(CC(O)c2ccccc2)CCCCCC1 (centres undefined) | i | i | -6 | i | i | i | i | i | i | i | i
CCCCCC(=O)NNC(=O)Nc1ccccc1 | i | i | -4 | i | i | i | i | i | i | i | i
CC(NC(=O)CSc1n[nH]c(=O)n1C1CC1)C12CC3CC(CC(C3)C1)C2 (centres undefined) | i | i | -11 | i | i | i | i | i | i | i | i
COc1ccc2nc(NNC(=O)COc3ccccc3)sc2c1 | i | i | -5 | i | i | i | i | i | i | i | i
O=S(=O)(NC1CC1)c1ccc(S(=O)(=O)N(Cc2ccccn2)C2CC2)cc1 | i | i | -7 | i | i | i | i | i | i | i | i
CCOc1cc(/C=N/N=C(/N)c2nonc2N)cc(Br)c1OCc1ccc(Cl)cc1 | i | i | -11 | i | 100* | i | i | i | i | i | i
COc1ccc(Cc2nnc(Nc3c(C)cccc3C)o2)cc1OC | i | i | -7 | i | i | i | i | i | i | i | i
COCCNC(=O)C(c1cccs1)N(C(=O)Cn1nnc2ccccc21)c1cccc(C)c1 (centres undefined) | i | i | -4 | i | i | i | i | i | i | i | i
O=C(N/N=C/c1cccs1)c1cccc2cc[nH]c12 | i | i | -9 | i | i | i | i | i | i | i | i
Cc1ccnc(NC(=O)CN2C(=O)c3ccccc3C2=O)c1 | i | i | -5 | i | i | i | i | i | i | i | i
CCC1Sc2ccccc2N(CC(=O)NC2CC2)C1=O (centres undefined) | i | i | -12 | i | i | i | i | i | i | i | i
CCCCN1C(=O)C(O)(CC(=O)c2ccco2)c2cc(Br)ccc21 (centres undefined) | i | i | -9 | i | i | i | i | i | i | i | i
Cn1c(-c2ccccc2F)cc2onc(-c3ccccc3)c2c1=O | . | i | . | i | i | . | . | i | . | i | .
CC(c1ccccc1)N1C(=O)c2ccccc2C1O (centres undefined) | i | i | -4 | i | i | i | i | i | i | i | i
COc1ccc(CNC(=O)CS(=O)(=O)Cc2nc(-c3cccc(OC)c3)oc2C)cc1 | i | i | -7 | i | i | i | i | i | i | i | i
C=CC[n+]1c(-c2ccc(Cl)cc2Cl)csc1Nc1ccc(NC(C)=O)cc1 | i | i | -6 | i | i | i | i | i | i | i | -7*
CC(C)c1cc(=O)n2[nH]c(N)nc2n1 | i | i | -3 | i | i | i | i | i | i | i | i
Cc1c(CNC2CCCC2)c(C(=O)O)c(C)n1Cc1ccccc1 | i | i | -7 | i | i | i | i | i | i | i | i
CC(=O)c1ccc(N2Cc3ccccc3/C2=N\C(=O)Nc2ccc(Cl)cc2)cc1 | i | i | -11 | i | i | i | i | i | i | i | i
COc1cccc(Nc2cc(C)c3ccccc3n2)c1 | i | i | -6 | i | i | i | i | . | i | i | i
Nc1c(C(=O)N2CCOCC2)sc2nc(N3CCOCC3)c3c(c12)CCCC3 | i | i | -9 | i | i | i | i | i | i | i | i
CCOC(=O)c1ccccc1NC(=O)COC(=O)C1=COCCO1 | i | i | -6 | i | i | i | i | i | i | i | i
COc1ccc(C(CC(=O)O)NS(=O)(=O)c2ccc3c(c2)N(C(C)=O)CC(C)O3)cc1 (centres undefined) | i | i | -6 | i | i | i | i | i | i | i | i
COc1cc(C(=O)NCC(=O)NCCN2C(=O)S/C(=C\c3ccccc3Cl)C2=O)cc(OC)c1OC | i | i | -22 | i | i | i | i | i | i | i | i
COc1ccc(OCc2cc(C(=O)N(C)C3CCOC3)no2)c(Cl)c1 (centres undefined) | i | i | -7 | i | i | i | i | i | i | i | i
CCS(=O)(=O)N1N=C(c2ccc(NS(C)(=O)=O)cc2)CC1c1ccccc1 (centres undefined) | i | i | -9 | i | i | i | i | i | i | i | i
COc1ccc(C2=NC(CO)(CO)CO2)cc1 | i | i | -7 | i | i | i | i | i | i | i | i
CCOC(=O)c1sc(NC(=O)CCN2CCN(CC)CC2)c(C(=O)OCC)c1C | i | i | -15 | i | i | i | i | i | i | i | i
CN(CC(=O)Nc1ccccc1Cl)C(=O)COC(=O)c1ccc([N+](=O)[O-])cc1Cl | i | i | -12 | i | i | i | i | i | i | i | i
CN(C)S(=O)(=O)c1ccc(S(=O)(=O)NCc2cccs2)cc1 | i | i | -13 | i | i | i | i | i | i | i | i
C/C(CC(=O)NCc1ccco1)=N\NC(=O)Cc1ccc(Cl)cc1 | i | i | -4 | i | i | i | i | i | i | i | i
Cn1cccc1/C=C1/SC(=S)N(CC(=O)O)C1=O | i | i | -11 | i | i | i | i | i | i | i | i
Cc1nn(-c2ccc(F)cc2)c(Cl)c1/C=C(\CCC(=O)O)c1nc2ccccc2s1 | i | i | -13 | i | i | i | i | i | i | i | i
O=C(CCOc1ccccc1)Nc1ccccc1[N+](=O)[O-] | i | i | -2 | i | i | i | i | i | i | i | i
COc1ccccc1-n1cnnc1SCC(=O)c1ccc[nH]1 | i | i | 0 | i | i | i | i | i | i | i | i
O=c1oc(-c2cccc([N+](=O)[O-])c2)nc2ccccc12 | i | i | -5 | i | i | i | i | i | i | i | i
CCn1cc(C(=O)NCC2CCCO2)c(=O)c2cc(S(=O)(=O)N(C)C3CCCCC3)ccc21 (centres undefined) | i | i | -21 | i | i | i | i | i | i | i | i
CCOC(=O)C1CCCn2c1nc1sc3c(c1c2=O)CCCC3 (centres undefined) | i | i | -6 | i | i | i | i | i | i | i | i
CCn1c(=O)c2c(nc3n2CC(C)CN3CCc2ccccc2)n(C)c1=O (centres undefined) | i | i | -8 | i | i | i | i | i | i | i | i
CCC1=Nc2cc(C(=O)NCCN3CCCC3)ccc2Sc2ccc(C)cc21 | i | i | -9 | i | i | i | i | i | i | i | i
O=C(N/N=C/c1ccc([N+](=O)[O-])o1)c1cc(-c2cccc(Br)c2)nc2ccccc12 | i | i | -24 | i | i | i | i | i | i | i | i
Cn1cc(CN2CCC(Oc3ccc(C(=O)N4CCCCC4)cc3)CC2)cn1 | i | i | -9 | i | i | i | i | i | i | i | i

# (next part)
smiles | KCNQ1 block | MrgX1 allo act | hERG rescue | MrgX1 ag | TMEM16A inh | RGS4 inh | KCNQ1 act | ANO1 activ | KCNK9 inh | KCNK3 inh | RGS4 act
Cc1ccc(C)c(-n2c(CNC(=O)c3ccco3)nnc2SCC(=O)N2CCc3ccccc32)c1 | i | i | -6 | i | i | i | i | i | i | i | i
O=C(/C=C/c1cccs1)c1ccc(N2CCOCC2)cc1 | i | i | -10 | i | i | i | i | i | i | i | i
O=C(CN1CCC(C(=O)c2cccc(F)c2)CC1)NCc1cccs1 | i | i | -6 | i | i | i | i | i | i | i | i
CCOC(=O)c1cc2c(=O)[nH]ccc2nc1C(F)(F)F | i | i | -13 | i | i | i | i | i | i | i | i
COc1ccc(C(CNC(=O)C(=O)Nc2ccc3c(c2)OCO3)N2CCN(C)CC2)cc1 (centres undefined) | i | i | -10 | i | i | i | i | i | i | i | i
CCC(C)NC(=S)Nc1ccc2nc(N3CCN(CC)CC3)cc(C)c2c1 (centres undefined) | i | i | -13 | i | i | i | i | i | i | i | i
COc1cccc(NC(=O)CSc2nncn2-c2ccccn2)c1 | i | i | -13 | i | i | i | i | . | i | i | i
O=C(O)c1ccc2c(c1)-c1nc3ccccc3n1C2=O | i | i | -8 | i | i | i | i | i | i | i | i
